Screening data deposited in PubChem BioAssay by several laboratories.
PKA-R1A activ = activates the PKA-R1A holoenzyme complex. activation, % at 11.4 µM. PKA-R1A dissociation, Cy5-IP20 fluorescence polarization; scaled: DMSO 0%, 113 µM cGMP 100%. 0.083% of 340,000 active. AID 504707;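 active = percent activation above the mean of all tested compounds plus 3 SD, cut at about 19% in these data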;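 also: higher means more PKAc released from R1A so a rise in polarization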
Mot1-301 SUMO = blocks SUMOylation pathway, rescuing yeast Mot1-301 growth; S. cerevisiae Mot1-301 growth rescue, ATP luminescence, 38.5C; percent above DMSO median, 100 means doubled; 1% of 320,000 active; growth rescue, % at 18.8 µM; AID 2716;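 active = every valid replicate shows activation above 250% relative to neutral control wells; inactive = the rest, any valid replicate at or below 250%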;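 also: OY570 slx delta 5 strain wells were the positive control but not used for scaling; some compounds called inactive have numbers as strong as hits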
OPRM1-OPRD1 ag = OPRM1-OPRD1 heterodimerization agonism | 0.3% of 340,000 active | cells, luminescence | activation, % at 9.3 µM; in the data active = activation above about 18%;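 also: 0% = vehicle-treated cells and 100% = reference agonist; values of inactives mirror those of a sister screen read the other way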
AddAB inh = less growth of phage-infected E. coli with AddAB. AID 435030. inhibition, % at 11.9 µM. 0.29% of 330,000 active. E. coli expressing H. pylori AddAB, absorbance growth; in the data active = inhibition above about 12%;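 also: 0% = vehicle wells of infected cells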
Tat export inh = inhibitors of E. coli Tat protein transport; E. coli MC4100 TorA-mCherry Tat export, fluorescence; inhibition, % at 10 µM; 0.036% of 340,000 active; AID 488895;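 active = mean replicate inhibition at least 50% and at least half of replicates individually reaching 50%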;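 also: exported cargo escapes ClpAP degradation while cytoplasmic cargo is degraded and loses fluorescence; 0% = median of neutral control wells and 100% = median of NaSCN control wells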
PfHsp90 yeast 2 = growth inhibition of yeast expressing Plasmodium Hsp90. S. cerevisiae expressing PfHsp90, BacTiter-Glo ATP, 48 h; yeast lacking PDR1 and PDR3 efflux regulators. inhibition, % at 9.4 µM. 0.32% of 310,000 active. AID 504621;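 active = every replicate shows inhibition above about 80%, whatever the replicate mean, limit read from the data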;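 also: 0% = DMSO neutral controls and 100% = 20 µM radicicol positive controls; yeast relying on Plasmodium falciparum Hsp90 in place of its own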
OPRM1-OPRD1 inv = mu-delta opioid heterodimer inverse agonism; P35372+P41143; cell-based MOR-DOR heterodimer luminescence; inhibition, % at 9.3 µM; 0.21% of 340,000 active; in the data active = inhibition above about 22%, passing the limit was not always enough;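 also: 0% = cells with DMSO and 100% = wells without cells with DMSO; values of inactives mirror those of a sister screen read the other way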
HTR5A inv ag = counter-screen for OPRM1-OPRD1 inverse agonists: human HTR5A inverse agonism; P47898; HTR5A cell line, luminescence; inhibition, % at 9.3 µM; 0.083% of 340,000 active; in the data active = inhibition mostly above about 23%, no sharp cut-off; inactive = mostly below about 18%;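 also: 0% = cells with DMSO and 100% = no-cell wells with DMSO; some compounds called inactive have numbers as strong as hits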
Target sequence (P47898 whole entry, looked up): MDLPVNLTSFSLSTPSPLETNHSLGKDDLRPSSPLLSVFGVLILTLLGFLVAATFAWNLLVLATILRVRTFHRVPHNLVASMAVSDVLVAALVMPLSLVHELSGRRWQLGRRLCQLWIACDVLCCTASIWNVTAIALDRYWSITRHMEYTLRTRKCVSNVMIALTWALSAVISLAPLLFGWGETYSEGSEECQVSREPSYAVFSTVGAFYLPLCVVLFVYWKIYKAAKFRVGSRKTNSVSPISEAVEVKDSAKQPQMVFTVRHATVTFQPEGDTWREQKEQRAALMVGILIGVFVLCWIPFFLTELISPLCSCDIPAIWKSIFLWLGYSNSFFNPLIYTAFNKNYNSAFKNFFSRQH
Ecoli viability = reduces bacterial viability in AddAB counter-screen | E. coli V3065 growth, OD600 absorbance, 18 h | inhibition, % at 11.9 µM | 0.27% of 330,000 active;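 active = inhibition above the campaign's mean inhibition across all tested compounds plus 3 SD, cut at about 9.9% in these data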;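 also: uninfected addAB+ strain grown without phage in ampicillin broth; 0% = DMSO wells and 100% = ciprofloxacin 0.95 µg/ml wells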
PKA-R2B activ = activators of human PKA-R2B complex; P22694+P31323; PKA-R2B holoenzyme dissociation, Cy5-IP20 fluorescence polarization; R2B truncated from residue 108, S112A mutant; 0% DMSO only, 100% 113 µM cGMP; activation, % at 11.4 µM; 0.079% of 340,000 active;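 active = activation above a cutoff set at the mean over all compounds plus 3 SD, cut at about 18% in these data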;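 also: higher means more holoenzyme dissociation and a rise in polarization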
Target sequence (P31323 whole entry, looked up, other chains not shown, the tested form may be a part): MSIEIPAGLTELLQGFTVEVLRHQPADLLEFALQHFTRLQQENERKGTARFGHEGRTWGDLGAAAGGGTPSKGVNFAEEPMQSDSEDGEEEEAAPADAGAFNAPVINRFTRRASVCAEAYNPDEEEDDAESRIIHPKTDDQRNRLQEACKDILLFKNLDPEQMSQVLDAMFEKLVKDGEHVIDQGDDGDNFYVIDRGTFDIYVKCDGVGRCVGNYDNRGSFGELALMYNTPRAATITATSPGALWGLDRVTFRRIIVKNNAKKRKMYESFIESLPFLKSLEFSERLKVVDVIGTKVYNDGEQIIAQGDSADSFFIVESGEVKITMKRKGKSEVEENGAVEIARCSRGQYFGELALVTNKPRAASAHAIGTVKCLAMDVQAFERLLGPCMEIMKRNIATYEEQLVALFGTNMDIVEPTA
phage Ecoli inh = E. coli growth loss with phage present; growth absorbance; inhibition, % at 11.9 µM; 0.26% of 360,000 active; AID 651602; in the data active = inhibition above about 11%
* marks the source's active call; other numbers are inactive results; i = inactive; . = no result given. This is a subset; the hit share may differ from the screen's.

SMILES	PKA-R1A activ	Mot1-301 SUMO	OPRM1-OPRD1 ag	AddAB inh	Tat export inh	PfHsp90 yeast 2	OPRM1-OPRD1 inv	HTR5A inv ag	Ecoli viability	PKA-R2B activ	phage Ecoli inh
CCCNC(=O)N1[C@H]2CC[C@@H]1C(C(=O)OC)=C(c1cccc(OC)c1OC)C2	-4.6	183.0	-1.9	4.4	3.1	-0.9	10.8	-10.1	2.2	-0.6	1.8
CC(=NCCCN1CCOCC1)c1c(O)n(Cc2ccccc2)c(=O)[nH]c1=O	-8.7	-13.6	0.1	0.7	-2.1	31.4	-0.7	10.1	1.6	10.6	0.9
O=c1[nH]c(=O)n(Cc2ccc(F)cc2)c(O)c1C=NCCN1CCCCC1	1.3	-16.8	-2.9	-0.3	-10.2	.	14.8	0.9	-4.7	-5.8	2.0
CC(=O)C1CCC2C3CCC4CC(O)CCC4(C)C3CCC12C (stereo unspecified)	-13.7	14.5	1.3	2.3	7.9	12.2	-7.1	-19.9	0.0	-9.6	3.6
COCCCNC(=O)c1c(NC(=O)c2ccccc2)n(Cc2ccccc2)c2nc3ccccc3nc12	0.5	1.4	-0.8	2.6	-2.7	.	4.0	10.8	0.6	-1.2	2.1
O=C(Nc1ccccc1)c1cc([N+](=O)[O-])ccc1N1CCNCC1	-10.4	-3.0	-3.9	0.3	-10.3	-8.5	19.8	-1.2	-1.8	8.9	3.9
CN(C)c1ccc(/C=C2\C(=O)NC(=O)N(Cc3ccc(F)cc3)C2=O)cc1	5.0	98.8	-2.8	-2.5	-1.7	-17.5	14.1	-41.1	-0.7	-9.2	1.8
CCc1cc(=O)oc2cc(C)cc(OCC(=O)N3CCC(C(=O)O)(c4ccccc4)CC3)c12	0.7	21.5	-3.4	1.5	-3.3	7.5	17.0	8.8	-0.8	9.7	2.9
COC(=O)C(c1ccccc1)N1CCCCCC1 (stereo unspecified)	-1.8	4.2	-1.4	3.2	-5.5	.	6.9	12.9	0.4	8.4	-0.4
CCC12CN3CCN(CC(C3)C1O)C2 (stereo unspecified)	-2.0	12.3	-1.1	4.7	5.6	-27.3	5.8	-14.0	-16.0	-11.0	1.6
COc1ccc(-n2cnc3cc(C(=O)N4CCC5(CC4)OCCO5)ccc32)cc1	-0.8	5.8	-2.2	1.8	-5.4	-4.2	14.2	-4.6	-3.2	7.4	1.7
COc1ccc(CCNC2CCCCC2)cc1OC	-3.1	-3.2	-1.7	0.3	-4.2	21.1	8.6	14.9	-0.8	-4.5	2.8
O=C1NC(=O)N(c2ccccc2)C(=O)/C1=C/C=C/c1ccco1	-1.7	-2.5	-1.2	-0.3	-3.2	-0.9	6.1	6.4	1.9	2.4	2.1
CCOC(=O)C1CCN(/C=C2/C(=O)NC(=S)N(c3cccc(OC)c3)C2=O)CC1	-2.4	9.2	-2.3	2.8	2.3	3.4	15.9	1.8	1.6	-9.2	3.0
COc1ccccc1C=C1C(=O)NC(=S)NC1=O	-9.4	.	-2.1	.	-6.7	.	11.2	8.0	.	-2.1	-0.2
c1cnc(OCCN2CC2)cn1	-6.0	.	-0.5	.	-4.0	19.7	2.1	1.9	.	-13.6	1.6
Oc1c(Cl)cc(Cl)cc1CN1CCN(Cc2ccccc2)CC1	1.9	20.3	4.3	-1.2	-2.1	1.0	-24.1	29.2	-3.2	-7.7	2.2
c1ccc2c3c([nH]c2c1)C1(CCNCC1)NCC3	3.6	7.1	1.1	4.0	-6.2	11.4	-5.9	-5.2	-0.7	7.3	5.7
CC(c1ccccc1)(c1ccccc1)c1ccncc1	2.3	-30.7	10.5	-0.2	7.5	-9.5	-54.8	4.9	-1.2	8.1	1.6
O=Cc1c(C(=O)O)n(Cc2ccccc2Cl)c2ccccc12	4.5	12.8	-1.6	3.0	3.4	-11.9	7.7	-8.4	-0.6	-8.4	1.1
CC(Cc1ccccc1)NCCC(c1ccccc1)c1ccccc1 (stereo unspecified)	-1.9	-27.1	11.2	1.1	4.4	-14.4	-62.1	-32.0	4.0	9.3	6.9
Cc1ccc(/C=C2\C(=O)NC(=S)N(c3ccc(F)cc3)C2=O)o1	0.1	8.9	-1.2	.	4.2	-3.8	5.6	-14.4	.	-1.0	1.0
O=C(COc1ccc(Cl)cc1)N1CCN(Cc2ccccc2)CC1	0.2	14.9	0.8	0.3	0.3	-22.7	-4.4	-17.6	-0.1	-0.6	3.3
O=C1NC(=O)N(Cc2ccccc2)C(=O)C1Cc1ccccc1 (stereo unspecified)	-9.9	.	-3.4	.	-11.0	-4.5	16.4	-3.7	.	0.1	0.5
CCCCn1c(O)c(C(C)=Nc2ccc3c(c2)CCC3)c(=O)[nH]c1=O	-8.0	-9.2	5.0	1.4	6.2	-5.6	-25.5	12.4	1.1	-2.0	1.7
CCC(=NCCC(c1ccccc1)c1ccccc1)c1c(O)[nH]c(=O)[nH]c1=O	1.8	0.6	2.0	3.3	8.3	-21.8	-10.7	-7.2	0.0	11.8	-0.1
COC(=O)Cn1cc(C=C2C(=O)NC(=O)NC2=O)c2ccccc21	0.9	-17.8	2.4	0.7	-3.1	15.1	-11.4	1.0	1.4	1.4	0.0
c1ccc2c(c1)cc1ccc3cccc4ccc2c1c34	9.3	.	6.9	.	1.3	.	-34.3	-1.1	.	0.4	1.1
CCOC(=O)c1c(C)n(Cc2ccco2)c2c1cc(O)c1ccccc12	-0.7	-20.7	10.3	-2.3	-0.3	-13.4	-50.7	11.0	0.6	2.8	2.2
COc1ccc(C2=NCC(=O)N(CC(=O)NCc3ccco3)c3sc4c(c32)CCCC4)cc1	-12.8	100.2	-1.4	-0.6	13.2	17.6	7.7	11.0	-0.7	-11.6	-1.0
Cc1nn(Cc2ccccc2)c(Cl)c1C(=O)OC(C)C(=O)Nc1ccc(F)cc1Cl (stereo unspecified)	-3.0	-3.3	-1.8	3.9	3.6	-5.2	9.2	-5.4	-0.6	-4.9	3.2
COc1cc(CN=Cc2c(O)n(C(C)(C)C)c(=O)[nH]c2=O)cc(OC)c1	1.7	8.8	-1.9	-1.1	6.0	0.3	9.5	-21.8	0.2	-5.8	2.2
NC(=Nc1ccccc1)NN=Cc1c[nH]c2ccccc12	-17.4	.	0.9	.	1.5	-5.5	-4.6	-49.2	.	3.7	3.6
O=c1[nH]c(=O)n(CCC2=CCCCC2)c(O)c1C=NC1CCN(Cc2ccccc2)CC1	-0.8	-0.8	2.5	0.1	3.0	-19.3	-10.3	13.5	-1.3	3.9	-0.7
CCC(=Nc1ccc2c(c1)CCC2)c1c(O)n(C)c(=O)n(C)c1=O	-8.6	9.6	-1.1	-1.1	-2.0	20.0	5.6	-1.3	0.6	2.2	2.4
CC12C=CC(=O)C=C1CCC1C2C(O)CC2(C)C1CCC2(C)O (stereo unspecified)	-4.5	.	-3.6	.	-13.8	-6.4	18.6	-6.7	.	4.7	4.3
O=[N+]([O-])/C=C/c1c(Cl)cccc1Cl	-1.9	.	-3.6	.	-1.4	144.8*	15.9	5.9	.	-6.9	2.0
O=P(Nc1ccccc1)(Nc1ccccc1)Oc1ccc(Cl)cc1	3.3	7.0	-0.1	1.8	1.4	4.6	0.7	-1.7	-0.2	1.4	.
CCCC(C)CC1(CCO)C(=O)NC(=S)NC1=O (stereo unspecified)	-15.7	.	-1.0	.	4.4	.	5.5	-6.5	.	-15.7	2.1
COC(=O)C1=C(c2ccc(C(C)=O)cc2)C[C@@H]2CC[C@H]1N2C(=O)NCCCOC(C)C	6.5	4.9	-0.1	0.8	-1.5	-1.7	0.3	13.5	0.1	-1.6	1.4
CC1[C@H]2Cc3ccc(O)cc3[C@]1(C)CCN2CCc1ccccc1 (stereo partly specified)	8.0	.	338.9*	-2.4	-5.3	.	i	18.9	0.4	2.7	0.5
COc1ccc(N2C(=O)NC(=O)/C(=C\c3cn(CC(=O)N4CCOCC4)c4ccccc34)C2=O)c(OC)c1	-1.3	-7.4	-0.7	4.3	6.6	-39.7	3.6	5.4	0.3	-1.4	0.6
O=C(c1ccc(CS(=O)(=O)c2ccc(Br)cc2)o1)N1CCC2(CC1)OCCO2	-9.1	-3.1	-2.1	1.0	-11.8	9.7	10.5	8.7	1.2	-1.1	3.1
CC1CCC(C(C)C)C(OC(=O)COC(=O)c2ccccc2N)C1 (stereo unspecified)	-21.2	-2.5	1.4	0.0	-4.8	-1.8	-7.6	17.4	0.9	-7.2	2.0
Cc1ccc(S(=O)(=O)N2CCCC2c2cccnc2)cc1 (stereo unspecified)	-10.2	5.4	-1.5	2.5	2.2	0.1	7.7	-8.8	3.5	-2.1	-1.5
COc1c(/C=C2/C(=O)NC(=O)N(C)C2=O)c(CCN(C)C(=O)c2ccccc2)cc2c1OCO2	9.0	-14.7	-1.9	5.9	2.3	5.9	9.8	18.0	-2.0	2.6	3.5
O=P(/C(=N/O)N1CCCCC1)(N1CCOCC1)N1CCOCC1	8.5	33.6	-3.1	5.3	4.0	8.8	12.7	6.6	-1.9	1.6	2.0
Cn1c(O)c(C=Nc2cccc(C(F)(F)F)c2)c(=O)n(C)c1=O	-1.0	-10.8	-0.9	0.0	-13.7	-4.6	4.7	-10.7	-2.4	-3.9	0.4
COc1ccccc1N1CCN(Cc2ccccc2Cl)CC1	-4.5	-11.9	2.3	0.3	3.3	.	-11.5	-1.5	-1.0	8.4	-1.6
CN1CCc2nc(SCc3ccccc3Br)c(C#N)cc2C1	-5.1	-2.0	-1.6	0.7	7.8	2.9	8.4	-38.6	-0.2	-6.2	-0.8
O=C1CC(=O)N(c2ccc(Cl)cc2)C(=O)N1	-2.4	4.7	-1.6	1.5	1.2	36.8	8.4	-20.4	-0.9	7.1	-0.2

Full records from above:
Record of O=P(/C(=N/O)N1CCCCC1)(N1CCOCC1)N1CCOCC1 = PKA-R1A activ = 8.5; Mot1-301 SUMO = 33.6; OPRM1-OPRD1 ag = -3.1; AddAB inh = 5.3; Tat export inh = 4.0; PfHsp90 yeast 2 = 8.8; OPRM1-OPRD1 inv = 12.7; HTR5A inv ag = 6.6; Ecoli viability = -1.9; PKA-R2B activ = 1.6; phage Ecoli inh = 2.0
Record of Cn1c(O)c(C=Nc2cccc(C(F)(F)F)c2)c(=O)n(C)c1=O = PKA-R1A activ = -1.0; Mot1-301 SUMO = -10.8; OPRM1-OPRD1 ag = -0.9; AddAB inh = 0.0; Tat export inh = -13.7; PfHsp90 yeast 2 = -4.6; OPRM1-OPRD1 inv = 4.7; HTR5A inv ag = -10.7; Ecoli viability = -2.4; PKA-R2B activ = -3.9; phage Ecoli inh = 0.4
Record of COc1c(/C=C2/C(=O)NC(=O)N(C)C2=O)c(CCN(C)C(=O)c2ccccc2)cc2c1OCO2 = PKA-R1A activ = 9.0; Mot1-301 SUMO = -14.7; OPRM1-OPRD1 ag = -1.9; AddAB inh = 5.9; Tat export inh = 2.3; PfHsp90 yeast 2 = 5.9; OPRM1-OPRD1 inv = 9.8; HTR5A inv ag = 18.0; Ecoli viability = -2.0; PKA-R2B activ = 2.6; phage Ecoli inh = 3.5
